hiPSC survival – hiPSC single-cell survival enhancement; survival enhancement, % at 20 µM; 0.044% of 360,000 active; ATPlite luminescence; 100% = ROCK inhibitor wells, 0% = DMSO; in the data active = survival enhancement above about 18%;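 note: cells exposed to compounds for 16 hours before the ATP read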
PDI turbidity – blocks human protein disulfide isomerase activity; inhibition, % at 10 µM; PDI insulin aggregation turbidity, A650, 90 min; 0.052% of 350,000 active;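 active = mean inhibition across replicates of 30% or more, whatever share of single replicates reach that level; inconclusive = mean inhibition below 30% while every single replicate reaches 30%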;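 note: absorbance from insulin aggregation driven by PDI reduction with DTT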
Target sequence (P07237 whole entry, looked up): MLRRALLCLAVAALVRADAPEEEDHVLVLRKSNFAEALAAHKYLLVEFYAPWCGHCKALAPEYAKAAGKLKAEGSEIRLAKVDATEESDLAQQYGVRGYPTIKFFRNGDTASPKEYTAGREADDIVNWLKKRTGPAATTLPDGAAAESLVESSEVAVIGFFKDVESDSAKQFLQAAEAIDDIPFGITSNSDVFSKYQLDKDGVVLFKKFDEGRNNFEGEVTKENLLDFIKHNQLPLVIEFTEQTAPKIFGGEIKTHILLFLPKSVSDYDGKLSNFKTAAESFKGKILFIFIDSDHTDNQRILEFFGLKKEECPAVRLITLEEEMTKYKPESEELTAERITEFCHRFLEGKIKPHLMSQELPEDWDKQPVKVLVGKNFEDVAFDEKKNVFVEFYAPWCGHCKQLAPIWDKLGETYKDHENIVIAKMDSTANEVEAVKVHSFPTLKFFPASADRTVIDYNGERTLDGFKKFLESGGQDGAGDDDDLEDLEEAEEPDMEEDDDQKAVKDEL
NR2E3 ag-1 – human photoreceptor-specific nuclear receptor agonism. Q9Y5X4. CHO-S Gal4-NCOR/VP16-NR2E3 two-hybrid, luciferase. inhibition of corepressor binding, % at 3.98 µM. 0.35% of 360,000 active. AID 602229;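 active = inhibition above the mean of all tested compounds plus 3 SD, cut at about 70% in these data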;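 note: 0% = DMSO with NR2E3 transfected cells and 100% = cells lacking NR2E3 construct; higher means lower luciferase signal from less NR2E3 corepressor binding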
Target sequence (Q9Y5X4 whole entry, looked up, the tested form may be a part): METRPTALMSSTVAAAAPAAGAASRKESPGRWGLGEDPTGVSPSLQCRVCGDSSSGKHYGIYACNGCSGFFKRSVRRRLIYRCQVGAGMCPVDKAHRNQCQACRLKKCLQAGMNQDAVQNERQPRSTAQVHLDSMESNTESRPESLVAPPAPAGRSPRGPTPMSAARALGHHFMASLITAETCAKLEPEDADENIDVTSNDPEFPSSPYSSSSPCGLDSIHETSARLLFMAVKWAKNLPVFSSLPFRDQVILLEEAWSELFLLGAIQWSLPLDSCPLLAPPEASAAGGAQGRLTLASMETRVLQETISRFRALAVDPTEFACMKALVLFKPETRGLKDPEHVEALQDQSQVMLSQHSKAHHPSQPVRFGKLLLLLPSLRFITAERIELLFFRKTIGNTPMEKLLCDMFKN
MITF TRPM1 inh – inhibitors of MITF-driven TRPM1 promoter in melanoma cells | SK-MEL-5 TRPM1 promoter luciferase, 24 h | 0.83% of 330,000 active | inhibition, % at 12.5 µM;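 active = mean inhibition across replicates of 60% or more, whatever share of single replicates reaches that level; inconclusive = some that reach 60%, reason not given; inactive = mean inhibition across replicates below 60%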; note: values of inactives mirror those of a sister screen read the other way
aDG glyco up – alpha-DG glycosylation activation. Pro5-aDG cells, alpha-DG glycosylation AlphaScreen (IIH6); 0% Pro5, 100% B10-LARGE cell signal. activation, % at 10 µM. 0.22% of 360,000 active;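 active = activation of at least 8% versus controls, or a plate z-score of at least 8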;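 note: Pro5 are CHO cells carrying HIG-tagged alpha-DG that lacks glycosylation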
CaV13 FRET inh – Primary screen for inhibitors of IQ motif and Ca2+-dependent inactivation inhibitor domain binding in CACNA1D, Förster resonance energy transfer in living cells, …. 0.098% of 340,000 active. inhibition, % at 12.3 µM. AID 743397. HEK cells, CFP/YFP FRET ICDI-IQ, plate reader, 10 min; percent FRET-ratio fall versus neutral wells;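 active = mean replicate inhibition of at least 30% and at least 1% of replicates passing that level; inconclusive = only one of the two criteria is met; inactive = neither criterion is met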;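 note: 0% = median of the neutral control wells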
Granule exo inh – lytic granule exocytosis inhibition. inhibition, % at 10 µM. 0.66% of 360,000 active. TALL-104 LAMP-1 surface exposure, flow cytometry; cells stimulated with thapsigargin and PMA;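 active = inhibition above about 55%, limit read from the data; inconclusive = no clear call, values can overlap the other calls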
Vif inh – HIV Vif inhibition | AID 602346 | 0.35% of 340,000 active | HEK293T cells, Vif self-association by quenched fluorescence, imaging, 24 h | inhibition, % at 7.49 µM; in the data active = inhibition above about 50%, passing the limit was not always enough; inconclusive = no clear call, values can overlap the other calls; inactive = below about 31%; note: some results filed as inactive read as strong as hits
HIF-2a block – blocks HIF-2a reporter activity | 786-0 RCC cells HIF-2a reporter, luciferase luminescence, overnight | inhibition, % at 18.8 µM | 0.72% of 360,000 active | AID 624352;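 active = inhibition of the luminescence signal of 40% or more relative to plate controls, in a single-dose primary screen at 18.75 µM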
Peg3 promoter – reduces Peg3 promoter-driven luciferase expression in HeLa; 1.7% of 360,000 active; HeLa PEG-Prom luciferase reporter, luminescence, overnight; inhibition, % at 20 µM; AID 588405;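 active = inhibition of at least 50% at 20 µM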
NR2E3 ag-2 – activates human photoreceptor nuclear receptor NR2E3. GST-NR2E3/biotin-RetCOR TR-FRET, 1536-well. inhibition of corepressor binding, % at 4.78 µM. 0.12% of 320,000 active. AID 2300;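 active = percent inhibition above the cutoff of mean plus 3 SD of all tested compounds, set per screening campaign, cut at about 20% in these data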;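 note: 0% = DMSO wells and 100% = biotin wells as full block of FRET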
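System: GST-NR2E3 and biotin-RetCOR proteins; probe or stimulus: 7 nM biotin-RetCOR; doses: compound at 4.8 µM, single dose; schedule: Compound–protein incubation for 5 h at 4 °C; detection: time-resolved FRET; read-out: percent inhibition; controls: biotin wells as high control, 0.6% DMSO wells as low control; format: 1536-well plates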
The depositor's hits bear a star; ? = inconclusive; nt = no result given.

(1) CC(C)[C@H](N)c1nnc(SCc2ccc(Cl)cc2)o1
(2) CC(C)C[C@H](NC(=O)CCCn1nnc2ccccc2c1=O)C(=O)O
(3) CN(C)C(CNC(=O)c1ccc(C(F)(F)F)cc1)c1ccco1 (configuration not stated)
(4) Cc1nc2sc(C(=O)Nc3ccccc3Cc3ccccc3)c(C)c2c(=O)[nH]1
(5) CC(=O)Nc1cnc(-c2cccc(C(=O)N3CCOCC3)c2)cn1
(6) O=C(O)c1cccc(Nc2nc(-c3cc4ccccc4oc3=O)cs2)c1
Compound,1,2,3,4,5,6
hiPSC survival,1.0,-0.6,-0.2,-0.8,-0.8,0.9
PDI turbidity,2,5,-5,-4,-5,-6
CaV13 FRET inh,-5,-15,-3,-4,-5,77*
aDG glyco up,-0.1,-0.1,-0.2,0.0,-0.2,0.1
Vif inh,2,-17,16,-1,-6,-3
Granule exo inh,0,-4,?,-1,2,5
MITF TRPM1 inh,3,-6,-22,-6,nt,-12
Peg3 promoter,19,-2,-23,18,-18,-236
NR2E3 ag-2,1,-2,-1,-2,nt,nt
NR2E3 ag-1,-29,-12,-11,16,-15,-123
HIF-2a block,10,2,-50,-1,-26,-150

(7) COc1ccc(/C(C)=C2/SC(=S)N(CCC(=O)O)C2=O)cc1
(8) CCNC(=O)c1cc2c(c(-c3cccc(-c4cncnc4)c3)n1)[C@H](CCO)N(C(C)=O)C2
(9) O=C(NNC(=S)Nc1ccccc1C(F)(F)F)c1cccnc1
(10) Cc1cccc(-c2nc(CN3CCCC(C(=O)NC4CCCCCC4)C3)c(C)o2)c1 (configuration not stated)
(11) O=C(c1ccc(Br)cc1)c1cc([N+](=O)[O-])ccc1N1CCCCC1
(12) Cc1cc(SCC(=O)N2CCC(c3noc4ccc(F)cc34)CC2)nc2ccccc12
Compound,7,8,9,10,11,12
hiPSC survival,0.5,-0.6,2.8,-1.6,-0.4,-1.0
PDI turbidity,-8,nt,3,14,25,-11
CaV13 FRET inh,-5,-9,-2,-4,-7,-5
aDG glyco up,0.0,-0.1,-0.2,0.9,-0.8,0.1
Vif inh,-4,nt,-5,-19,63*,nt
Granule exo inh,-2,3,6,-3,21,1
MITF TRPM1 inh,5,nt,-2,13,38,-15
Peg3 promoter,3,nt,0,22,9,12
NR2E3 ag-2,-2,nt,-2,0,-1,1
NR2E3 ag-1,-33,-7,-4,25,10,-8
HIF-2a block,37,12,-25,-8,18,-4

Entries listed so far printed as active in CaV13 FRET inh.
No. | mol | PDI turbidity | CaV13 FRET inh | aDG glyco up | Vif inh | Granule exo inh | MITF TRPM1 inh | Peg3 promoter | NR2E3 ag-2 | NR2E3 ag-1 | HIF-2a block
6 | O=C(O)c1cccc(Nc2nc(-c3cc4ccccc4oc3=O)cs2)c1 | -6 | 77* | 0.1 | -3 | 5 | -12 | -236 | nt | -123 | -150

The list continues.
(13) CN(C)c1nc(N(C)C)nc(N2CCCCC2)n1
(14) CCCn1c(=O)n(C)c(=O)c2c(SCC(=O)Nc3cc(C)on3)nc(C(C)(C)C)nc21
(15) O=C1[C@H](Cc2ccccc2)NCC=CC[C@@H](c2ccc(Cl)cc2)N1Cc1ccccc1
(16) COc1ccc(NC(=S)NCc2cccs2)cc1
(17) COc1cc(C(=O)ON=C2C=C(C)C(=O)C(C)=C2)cc(OC)c1OC
(18) CC1CCCN(C(=O)CCCn2c(=S)[nH]c3ccccc3c2=O)C1 (configuration not stated)
Compound,13,14,15,16,17,18
hiPSC survival,1.0,-1.7,0.5,-0.7,-1.0,-1.9
PDI turbidity,-1,2,2,-1,5,-2
CaV13 FRET inh,-5,-2,-10,-4,-15,-5
aDG glyco up,-0.1,-0.3,0.3,0.1,0.3,-0.1
Vif inh,24,0,-3,12,8,?
Granule exo inh,-1,-5,-12,4,-1,2
MITF TRPM1 inh,7,-5,-2,-16,12,14
Peg3 promoter,7,48,-6,-30,1,9
NR2E3 ag-2,-2,3,nt,-2,-1,-2
NR2E3 ag-1,-2,-7,9,-23,-16,-17
HIF-2a block,10,20,1,-62,4,6

(19) O=C(C[n+]1cc(Br)cc(Br)c1)c1cccc([N+](=O)[O-])c1
(20) Cc1cc(C(=O)N2CCCC2)n[nH]1
(21) COc1cc(OC)c(C(=O)NNC(=O)c2ccccc2-n2cccc2)cc1OC
(22) COc1ccc(NC(=O)CN(C)C(=O)c2ccc(COc3ccccc3)o2)cc1
(23) Cc1ccc(S(=O)(=O)N2CCOCCOCCOCCOCCOCC2)cc1
(24) OCCNc1nc(-c2ccccc2)c2cc(Br)ccc2n1
Compound,19,20,21,22,23,24
hiPSC survival,1.8,2.7,-0.5,-0.4,-0.1,0.3
PDI turbidity,-3,4,16,-10,7,-1
CaV13 FRET inh,-4,-5,-2,-1,-2,-1
aDG glyco up,0.0,-0.2,-0.2,0.1,0.0,-0.1
Vif inh,24,nt,-3,nt,5,3
Granule exo inh,-11,7,-2,8,1,-10
MITF TRPM1 inh,-2,3,-9,-3,-10,7
Peg3 promoter,-6,0,5,-9,2,20
NR2E3 ag-2,1,nt,nt,-1,0,2
NR2E3 ag-1,19,-34,8,27,-40,-17
HIF-2a block,5,9,-15,-9,20,24

Full records, looked up by structure.
Record of O=C(c1ccc(Br)cc1)c1cc([N+](=O)[O-])ccc1N1CCCCC1 → hiPSC survival = -0.4; PDI turbidity = 25; CaV13 FRET inh = -7; aDG glyco up = -0.8; Vif inh = 63*; Granule exo inh = 21; MITF TRPM1 inh = 38; Peg3 promoter = 9; NR2E3 ag-2 = -1; NR2E3 ag-1 = 10; HIF-2a block = 18
Record of CC(C)[C@H](N)c1nnc(SCc2ccc(Cl)cc2)o1 → hiPSC survival = 1.0; PDI turbidity = 2; CaV13 FRET inh = -5; aDG glyco up = -0.1; Vif inh = 2; Granule exo inh = 0; MITF TRPM1 inh = 3; Peg3 promoter = 19; NR2E3 ag-2 = 1; NR2E3 ag-1 = -29; HIF-2a block = 10

(more compounds)
(25) CC(=O)O[C@@H](C[C@@H](C)C1=C2C[C@H](O)C3[C@@]4(C)CCC(=O)C(C)(C)C4CC[C@]3(C)[C@@]2(C)CC1)[C@H]1OC1(C)C (some centres not stated)
(26) NC(=S)N=Nc1ccc(O)cc1
(27) Cc1oc(-c2ccccc2F)nc1CN1CCC(C(=O)NC2CC2)CC1
(28) CCOC(=O)c1ccc(NC(=O)CSc2nnnn2CCCO)cc1
(29) Cc1cccc(C(=O)Nc2cccc(C(=O)Nc3cc(C)ccn3)c2)c1
(30) CCOC(=O)N1CCC(NC(=O)CCCC(=O)O)CC1
Compound,25,26,27,28,29,30
hiPSC survival,1.4,1.3,0.1,3.0,0.5,-0.4
PDI turbidity,5,11,-3,12,-2,3
CaV13 FRET inh,-4,-5,nt,-6,nt,-3
aDG glyco up,0.1,0.6,-0.3,0.0,0.0,-0.1
Vif inh,-18,-1,-2,7,10,-1
Granule exo inh,5,-3,-1,0,-10,-3
MITF TRPM1 inh,8,0,1,3,-1,-7
Peg3 promoter,-14,-6,3,15,-19,1
NR2E3 ag-2,nt,nt,1,2,-1,3
NR2E3 ag-1,-45,-45,-3,-18,-41,0
HIF-2a block,-8,-6,16,3,-49,13

(31) Cc1noc(C)c1CN1C(=O)c2cccc([N+](=O)[O-])c2C1=O
(32) Cc1cccc2nc(-c3cccnc3)c(Nc3ccccc3)n12
(33) CCCOc1ccc(C(F)(F)F)cc1NC(=O)c1cc(C)on1
(34) Cc1cc(C)n(CC(=O)c2ccccc2)c(=O)c1C#N
(35) COc1ccccc1NC(=O)N(C1CCCC1)C1CCN(C(C)=O)CC1
(36) O=C1OC(c2cccc([N+](=O)[O-])c2)C2(CCCC2)C(=O)C12CCCCC2 (configuration not stated)
Compound,31,32,33,34,35,36
hiPSC survival,0.8,-0.3,1.7,-1.7,-0.5,-0.3
PDI turbidity,19,-1,-5,5,3,11
CaV13 FRET inh,-3,-2,-5,-3,-7,-5
aDG glyco up,0.2,0.1,0.2,0.1,0.0,0.5
Vif inh,8,-3,nt,2,nt,-6
Granule exo inh,-2,-3,-1,-2,2,-2
MITF TRPM1 inh,2,12,5,1,4,6
Peg3 promoter,-1,12,-6,-1,4,18
NR2E3 ag-2,1,0,4,-2,-1,1
NR2E3 ag-1,-18,9,9,-3,-19,-1
HIF-2a block,18,12,4,-2,0,38

(37) Cn1c(CN2CCCC2)nc2cc(NC(=O)COc3ccccc3)ccc21
(38) CC(=O)NC1CCC(=O)C=C1c1ccccc1 (configuration not stated)
(39) CCCCc1ccc(NC(=S)NCC2CCCO2)cc1 (configuration not stated)
(40) Cn1c(SCC(=O)c2ccccc2)nnc1-c1cnccn1
(41) O=C(O)c1ccccc1-c1ccccc1C(=O)NCCc1ccccc1
(42) Cc1nnc2ccc(N3CCN(c4cccc(C(F)(F)F)c4)CC3)nn12
Compound,37,38,39,40,41,42
hiPSC survival,-3.8,4.3,-0.1,5.6,1.1,1.2
PDI turbidity,4,-6,1,6,-2,6
CaV13 FRET inh,nt,-9,-15,-5,-6,-5
aDG glyco up,-0.5,-0.2,-0.1,0.5,0.1,0.8
Vif inh,-3,-8,-7,-17,2,0
Granule exo inh,-4,-4,0,2,4,4
MITF TRPM1 inh,-15,-5,5,-47,11,-15
Peg3 promoter,-94,3,-54,-111,8,-12
NR2E3 ag-2,1,nt,5,1,3,2
NR2E3 ag-1,-6,-8,-8,-72,24,2
HIF-2a block,-111,1,-99,-147,20,-12

(43) COc1ccc(C[C@@H]2CN3C(=NC[C@@H]3Cc3ccc(O)cc3)N2C[C@H](C)NC(=O)CCC2CCCCC2)cc1
(44) COc1cccc(Cn2cnc(-c3ccccc3OC)c2-c2cc(C)cc(C)c2)c1
(45) CC/C(=C(\c1ccc(O)cc1)c1ccc(OCCN(C)C)cc1)c1ccccc1
(46) CN1C(=O)C(CC(=O)Nc2ccccc2)S/C1=N/c1nccs1 (configuration not stated)
(47) N#CCC(=O)Nc1ccc(C(=O)OCC(=O)c2c[nH]c3ccccc23)cc1
Compound,43,44,45,46,47
hiPSC survival,-6.9,0.9,5.6,1.3,5.1
PDI turbidity,40*,nt,-3,1,-15
CaV13 FRET inh,nt,-4,-5,-7,-6
aDG glyco up,-0.2,0.2,2.8,0.0,-0.1
Vif inh,2,nt,0,-3,-3
Granule exo inh,2,54,18,5,3
MITF TRPM1 inh,-17,nt,9,-28,0
Peg3 promoter,68*,nt,57*,6,-81
NR2E3 ag-2,1,nt,4,4,nt
NR2E3 ag-1,-4,-4,-14,-5,8
HIF-2a block,-15,1,18,7,-64

Compound activity: PubChem BioAssay, several laboratories
